NCI-60 one-dose screen, 48 h, at 10 µM unless noted. Numbers give growth in % (100 = growth as untreated, 0 = no growth, -100 = all killed).
OVCAR-8 = OVCAR-8 ovarian cancer; 81,000 compounds, 4.4% hits
OVCAR-5 = OVCAR-5 ovarian cancer; 82,000 compounds, 2.9% hits
HCC-2998 = HCC-2998 colon cancer. 79,000 compounds, 4.7% hits. AID 1794799
OVCAR-3 = OVCAR-3 ovarian cancer | 79,000 compounds, 7% hits | AID 1794787
OVCAR-4 = OVCAR-4 ovarian cancer cells; 80,000 compounds, 3.7% hits
KM12 = KM12 colon cancer cells | AID 1794800 | 82,000 compounds, 5% hits
SW-620 = SW-620 colon cancer; 82,000 compounds, 5.2% hits
DU-145 = DU-145 prostate cancer; 81,000 compounds, 4.2% hits; AID 1794760
PC-3 = PC-3 prostate cancer cells; 80,000 compounds, 3.9% hits; AID 1794754
An asterisk follows results filed as active; x = no result given; & = joins results of further samples. The calls were made as follows: active = growth percent below 10; inactive = the rest.

| Molecule | HCC-2998 | OVCAR-3 | PC-3 | SW-620 | DU-145 | OVCAR-4 | KM12 | OVCAR-8 | OVCAR-5 |
| --- | --- | --- | --- | --- | --- | --- | --- | --- | --- |
| COC(=O)C(C#N)=C1CCCC1 | 96.9 | 109.5 | 100.7 | 105.3 | 114.0 | 101.4 | 105.7 | 107.6 | 98.8 |
| Cc1ccc(NC(=O)Cn2nncc2CN2C(=O)CSC2=O)c(C)c1 | 115.3 | 114.4 | 102.5 | 110.7 | 114.4 | 109.3 | 102.2 | 102.0 | 111.5 |
| O=c1c2ccccc2c(=O)c2c1sc1c(=O)c3ccc(O)cc3c(=O)c12 | -60.5* | -57.1* | -12.7* | -71.1* | -98.5* | -90.2* | -31.5* | -11.5* | -74.7* |
| C=C1C(=O)O[C@H]2[C@H]1CC/C(COC(=O)c1cc3cc(F)ccc3[nH]1)=C\CC[C@@]1(C)O[C@@H]21 | -83.4* | -85.5* | -75.2* | -69.2* | -93.1* | -68.2* | -48.0* | -42.0* | -74.2* |
| O=C(Oc1ccc2c(c1)sc1nc(-c3ccccc3)[nH]c(=O)c12)C(F)(F)F | 31.2 | 9.6* | 43.1 | 18.4 | 44.2 | 51.4 | 11.2 | 40.8 | 73.4 |
| Cc1c(-c2cnc3ccc(F)cc3c2C(=O)O)nnn1-c1ccc([N+](=O)[O-])cc1 | 92.3 | 107.5 | 92.4 | 101.2 | 110.2 | 107.9 | 110.8 | 97.1 | 92.9 |
| CN(C)CCOc1nc2c3ccncc3cc(-c3cccc(Cl)c3)c2c2cnccc12 | 45.0 | 45.6 | 30.1 | 27.4 | 30.7 | 33.5 | 31.8 | 18.2 | 58.8 |
| S=C(NCc1ccccc1)N1CCC(CCCC2CCN(C(=S)NCc3ccccc3)CC2)CC1 | 122.9 | 95.0 | 89.5 | 108.3 | 104.7 | 76.9 | 95.9 | 96.4 | 120.7 |
| O=C(/C=C/c1nnc2n(Cc3ccccc3)c(=O)c3c4c(sc3n12)CCCC4)c1ccccc1 | 87.8 | 68.4 | 105.3 | 9.4* | 120.7 | 111.5 | 55.2 | 19.3 | 115.4 |
| CC(=O)OCC1OC(OC(C)=O)C(NC(=O)NS(=O)(=O)c2ccc(CCNC(=O)c3cccc(Cl)c3)cc2)C(OC(C)=O)C1OC(C)=O (stereo not drawn) | 111.4 | 112.3 | 100.8 | 109.0 | 110.4 | 106.4 | 104.9 | 103.6 | 110.3 |
| COC(=O)[C@H]1Cc2c([nH]c3ccccc23)[C@@H](c2ccc3c(c2)OCO3)N1 | 104.9 | 105.9 | 93.1 | 101.5 | 101.5 | 92.5 | 100.0 | 102.4 | 90.0 |
| OCc1cc(Cl)cc(CO)c1O | 105.0 | 112.9 | 70.3 | 103.5 | 112.8 | 62.4 | 111.3 | 98.5 | 87.6 |
| C=CCSc1nnc(NC(=O)CCl)s1 | 129.8 | 94.8 | 102.9 | 105.2 | 87.4 | 73.2 | 95.3 | 92.5 | 119.8 |
| S=c1[nH]cc(Oc2ccc(Cl)cc2Cl)c(=S)[nH]1 | 98.9&97.8 | 117.3&122.8 | 90.7&95.6 | 95.8&103.7 | 116.7&109.5 | 99.1 | 106.3&113.8 | 98.8&108.9 | 113.4&117.2 |
| Cc1ccc(C2=C/C(=C/c3ccc(Cl)cc3)C(=O)N2CCc2ccc(S(N)(=O)=O)cc2)cc1 | 101.3 | 97.2 | 40.7 | 100.8 | 110.2 | 96.7 | 93.7 | 91.0 | 112.0 |
| O=C1OC(=O)c2ccc(-c3ccc4c(c3)ncn4C3CCCCC3)c3cccc1c23 | 87.6 | 100.5 | 82.4 | 109.0 | 103.9 | 98.7 | 97.5 | 99.6 | 95.1 |
| Oc1[nH]c2ccc(Cl)cc2c1/C=c1/ccc2c(c1)N=C(c1cc(F)cc(F)c1)N=2 | 86.2 | 7.1* | 62.6 | 53.8 | 81.8 | 68.5 | 44.4 | 77.0 | 86.8 |
| Cc1ccc2nc(NC(=O)CSc3nc(Nc4ccc([N+](=O)[O-])cc4)c(C#N)c(-c4ccccc4)n3)sc2c1 | 101.7 | 101.5 | 93.8 | 104.6 | 103.9 | 88.4 | 100.9 | 91.5 | 87.5 |
| CC1=C(C(=O)Nc2ccccc2)C(c2ccc(N(C)C)cc2)n2c(nc3ccccc32)N1 (stereo not drawn) | 100.3 | 98.7 | 85.5 | 91.8 | 95.8 | 86.1 | 99.7 | 95.0 | 115.8 |
| COc1ccccc1NC1=C(Cl)C(=O)c2nc(C)ccc2C1=O | 58.9 | -85.9* | 27.4 | -63.1* | -57.3* | -98.2* | 69.4 | 9.9* | 78.9 |
| COC(=O)C1=C(\O)CCCC/C=C\1C(=O)O | 101.6 | 104.6 | 95.3 | 104.1 | 114.2 | 104.6 | 100.8 | 107.1 | 101.6 |
| C=CCNC(=S)NCC | 106.2 | 89.6 | 85.3 | 97.1 | 97.6 | 107.7 | 90.0 | 110.3 | 101.3 |
| Cc1nn(-c2ccc(Cl)cc2)c2ncnc(N/N=C/c3cccc(F)c3)c12 | 96.1 | 39.0 | 71.8 | 73.5 | 56.6 | 29.5 | 60.0 | 85.3 | 92.0 |
| CCCCCCNC(=O)c1cc(NCc2cc(O)ccc2O)ccc1O | 105.2 | 27.4 | 42.6 | 76.8 | 92.6 | 66.5 | 69.1 | 30.9 | 77.5 |
| N#Cc1c(NCc2ccc(Br)cc2)sc2c1CCCC2 | 105.3 | 104.5 | 98.2 | 103.8 | 103.5 | 88.3 | 102.7 | 101.2 | 108.1 |
| C=C(C)[C@@H]1CC[C@]2(C(=O)O)CC[C@]3(C)[C@H](CC[C@@H]4[C@@]5(C)CC/C(=N\OCCC#N)C(C)(C)[C@@H]5CC[C@]43C)[C@@H]12 | 88.4 | 85.7 | 51.2 | 77.5 | 92.5 | 62.0 | 77.6 | 81.9 | 90.2 |
| COc1cc(OC)c(/C=C/S(=O)(=O)Cc2ccc(OC)c(NCC(=O)NO)c2)c(OC)c1 | 14.2 | 3.0* | 22.7 | 28.3 | 13.8 | 45.3 | 4.5* | 8.3* | 33.6 |
| S=C(c1ccccc1)N1CCOCC1 | x | 108.6 | 95.2 | 101.9 | 123.5 | 115.5 | 109.6 | 91.4 | 102.8 |
| CCN1Cc2c(/C=C/c3ccccc3)nc3ccc(OC)cc3c2N(c2cccc(Cl)c2)C1 | 86.0 | 74.7 | 20.2 | 67.4 | 111.5 | 67.5 | 94.2 | 89.4 | 95.4 |
| O=C1C2C3C=CC(C3)C2C(=O)N1O (stereo not drawn) | 102.8&92.4 | 104.3&108.6 | 95.6&91.3 | 100.1&105.0 | 110.1&110.3 | 116.0&112.6 | 107.9&107.0 | 99.4&102.5 | 114.9&105.2 |
| O=C(O)c1c2c(nc3ccccc13)Cc1ccccc1-2 | 99.9&98.3 | 95.6&102.0 | 86.0&99.2 | 90.1&99.3 | 94.4&108.0 | 97.6&115.7 | 98.9&97.8 | 96.2&96.3 | 88.1&109.0 |
| NN1c2nc3c(cnn3-c3ccccc3)c(=O)n2NC1c1ccc(Cl)cc1 (stereo not drawn) | 112.5 | 87.8 | 97.5 | 92.0 | 106.0 | 105.7 | 104.4 | 96.4 | 103.2 |
| CC1=NN(c2ccc(N)cc2)C(=O)C1 | 104.6 | 107.7 | 99.3 | 102.0 | 110.0 | 91.6 | 108.2 | 99.8 | x |
| COc1cc(/C=C/c2cccnc2Nc2ccc(F)cc2)cc(OC)c1OC | 85.6 | 94.4 | x | 80.1 | 94.1 | 81.1 | 72.3 | 58.5 | 83.9 |
| COc1ccc(-c2c(-c3nc4ccccc4s3)c(N)nc3c(C(=O)Nc4ccc(Cl)cc4)c(Nc4ccccc4)nn23)cc1 | 122.2 | 113.5 | 95.6 | 103.1 | 106.2 | 101.6 | 102.9 | 107.7 | 104.6 |
| CC(C)CSc1nc(N)nc2nc[nH]c12 | 99.0 | 100.1 | 110.8 | 110.2 | 100.7 | 97.5 | 111.1 | 96.1 | 95.1 |
| CC1(C)CC(=O)C2=C(C1)N(c1ccc(F)cc1F)C(N)=C(C#N)C2c1ccc(Br)cc1 (stereo not drawn) | 112.4 | 106.0 | 98.6 | 102.4 | 108.8 | 102.2 | 102.8 | 100.7 | 108.6 |
| Nc1nc(Nc2ccc(Cl)cc2SSc2cc(Cl)ccc2Nc2nc(N)nc(C(Cl)(Cl)Cl)n2)nc(C(Cl)(Cl)Cl)n1 | 106.9 | 105.5 | 82.8 | 98.6 | 91.7 | 101.6 | 96.3 | 36.9 | 102.1 |
| CSC(=NCCCCN=C(NS(=O)(=O)c1ccc(Cl)cc1)SC)NS(=O)(=O)c1ccc(Cl)cc1 | 100.1 | 96.0 | 90.1 | 87.0 | 93.9 | 99.7 | 105.2 | 16.8 | x |
| CC(C)c1ccc2c(N)c(C(=O)Nc3cccc(C(F)(F)F)c3)sc2n1 | 73.1 | 94.1 | 73.7 | x | 73.4 | 78.1 | 43.2 | 90.7 | 85.0 |
| CC(C)=CCN1CCC(C(=O)Nc2ccc(-c3nc4ccccc4[nH]3)cc2)CC1 | 95.0 | 96.7 | 81.8 | 97.8 | 104.9 | x | 83.7 | 97.8 | 100.8 |
| CC1=C(C=C(Cl)Cl)CC(=O)C=C1 | 110.9 | 108.2 | 100.3 | 107.8 | 108.1 | 99.8 | 97.0 | 106.9 | 112.1 |
| CSC1=Nc2c(c(C)c(C)n2CCCCCC(=O)O)C2=NC(=O)CN12 | 95.5 | 101.6 | 97.1 | 102.4 | 99.3 | 101.4 | 97.8 | 98.3 | 103.9 |
| CCN(CC)CCCC(C)Nc1ccnc2ccc(Cl)cc12 (stereo not drawn) | 75.2 | 87.5 | 59.3 | 100.4 | 105.3 | 87.8 | 95.3 | 88.0 | 75.4 |
| CCCCCCCC(CO)CCCCC (stereo not drawn) | 102.0 | 112.8 | 115.0 | 108.1 | 109.5 | 102.9 | 107.4 | 101.6 | 97.3 |
| COc1ccc2c(O)cc3c(c2c1)[C@H](CCl)CN3C(=O)c1cc2cc(NC(=O)CCN3CCOCC3)ccc2[se]1 | -88.3* | -7.3* | 74.1 | -41.4* | -0.9* | -25.4* | -57.4* | -98.1* | -44.6* |
| CC1=C(/C=C/C(C)=C/C=C/C(C)=C/C(=O)O)C(C)(C)CCC1 | 105.2&110.8&108.2 | 107.5&95.0&88.2 | 100.5&89.7&88.3 | 115.5&105.8&110.6 | 103.4&83.3&103.2 | 85.0&92.0&86.9 | 101.7&105.1&94.7 | 89.2&87.0 | 110.2&110.3&119.8 |
| COc1ccc(/C=C/c2noc(/C=C/c3ccc(OC)c(OC)c3)n2)cc1OC | 108.1 | 110.4 | 78.9 | 104.3 | 98.8 | 80.9 | 94.6 | 102.4 | 80.1 |
| Nc1cc(=O)nc2cn[nH]n12 | 104.0 | 101.3 | 99.1 | 108.3 | 111.6 | 107.6 | 100.1 | 105.5 | 101.8 |
| COc1cc(C2CC(c3ccc(Oc4ccc(Cl)cc4)cc3)=NN2c2nc(-c3ccc(Cl)cc3)c(C#N)c(N3CCOCC3)n2)cc(OC)c1OC (stereo not drawn) | 100.5 | 117.5 | 92.0 | 101.3 | 105.5 | 103.0 | 101.1 | 104.4 | 101.4 |
| COc1ccc(C(=O)c2sc3nc(-c4ccccc4)cc(-c4ccc(F)cc4)c3c2N)cc1OC | 96.9 | 110.0 | x | 98.6 | 105.6 | 84.7 | 107.7 | 99.9 | 108.0 |
| O=C(Nc1cccc2cccnc12)c1ccc2ccc3ccc(C(=O)Nc4cccc5cccnc45)nc3c2n1 | 84.8 | 35.5 | 37.1 | 71.9 | 61.7 | 60.2 | 55.0 | 49.1 | 103.0 |
| CNC1=C([N+](=O)[O-])C(c2cccc(O)c2)C(C#N)=C(c2cccs2)O1 (stereo not drawn) | 105.6 | 108.0 | 97.9 | 108.0 | 106.6 | 98.3 | 119.6 | 101.7 | 111.2 |
| CCCCCCC(C(=O)O)C(=O)O | 110.6 | 117.7 | 97.8 | 102.3 | 104.7 | 98.6 | 106.3 | 109.3 | 104.5 |
| CC(Br)Cc1ccc2c(c1)OCO2 (stereo not drawn) | 95.3 | 118.1 | 94.4 | 101.3 | 105.8 | 115.1 | 102.8 | 101.7 | 113.4 |
| O=C(NC1CCCCC1)C(c1ccc(O)c(O)c1O)N(C(=O)c1cc(O)c(O)c(O)c1)c1cccc(O)c1 (stereo not drawn) | 94.2 | 108.4 | 90.6 | 101.2 | 108.8 | 95.4 | 98.0 | 94.5 | 99.4 |
| CCCCCCCCCCCCCCCC(=O)N(CCC#N)CCC#N | 90.5 | 97.1 | 68.7 | 105.4 | 102.7 | 90.0 | 94.8 | 110.6 | 99.8 |
| Cc1ccccc1C(C(=O)Cl)(c1ccccc1)c1ccccc1C | 90.7 | x | 84.5 | 97.5 | 100.3 | 114.7 | 83.9 | 94.2 | 94.4 |

Whole records from above. Values in the order: HCC-2998	OVCAR-3	PC-3	SW-620	DU-145	OVCAR-4	KM12	OVCAR-8	OVCAR-5
COc1cc(C2CC(c3ccc(Oc4ccc(Cl)cc4)cc3)=NN2c2nc(-c3ccc(Cl)cc3)c(C#N)c(N3CCOCC3)n2)cc(OC)c1OC (stereo not drawn) is listed with 100.5	117.5	92.0	101.3	105.5	103.0	101.1	104.4	101.4
CC(C)=CCN1CCC(C(=O)Nc2ccc(-c3nc4ccccc4[nH]3)cc2)CC1 is listed with 95.0	96.7	81.8	97.8	104.9	x	83.7	97.8	100.8
CCN(CC)CCCC(C)Nc1ccnc2ccc(Cl)cc12 (stereo not drawn) is listed with 75.2	87.5	59.3	100.4	105.3	87.8	95.3	88.0	75.4
O=C(Nc1cccc2cccnc12)c1ccc2ccc3ccc(C(=O)Nc4cccc5cccnc45)nc3c2n1 is listed with 84.8	35.5	37.1	71.9	61.7	60.2	55.0	49.1	103.0

From PubChem BioAssay
